# Screens (PubChem)
# SIRT5 block: inhibitors of human sirtuin-5 desuccinylase; Purified SirT5, succinyl-peptide AMC, trypsin-coupled fluorescence; inhibition, % at 15 µM; 330,000 tested, 1.1% active; in the data active = inhibition above about 15%; inconclusive = no clear call, values can overlap the other calls
# Target sequence (Q9NXA8 whole entry, looked up): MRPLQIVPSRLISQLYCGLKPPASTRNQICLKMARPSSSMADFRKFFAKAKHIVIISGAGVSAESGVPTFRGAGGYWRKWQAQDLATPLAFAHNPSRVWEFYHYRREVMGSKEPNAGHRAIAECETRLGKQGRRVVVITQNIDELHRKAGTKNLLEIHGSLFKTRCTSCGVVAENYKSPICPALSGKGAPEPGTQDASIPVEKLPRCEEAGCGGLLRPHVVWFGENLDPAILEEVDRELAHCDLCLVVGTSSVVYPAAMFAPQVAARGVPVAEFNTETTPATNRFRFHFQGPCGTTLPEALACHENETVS
# S100A4 MyoIIA: inhibitors of human S100A4 binding to myosin IIA peptide; P26447; S100A4/TAMRA-MyoIIA peptide fluorescence polarization; inhibition, % at 10.7 µM; 360,000 tested, 0.14% active;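 active = mean inhibition of at least 70% across replicates, with every replicate also reaching that level; inconclusive = mean inhibition reaches 70% but some replicates fall short; inactive = mean inhibition below 70%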
# Target sequence (P26447 whole entry, looked up): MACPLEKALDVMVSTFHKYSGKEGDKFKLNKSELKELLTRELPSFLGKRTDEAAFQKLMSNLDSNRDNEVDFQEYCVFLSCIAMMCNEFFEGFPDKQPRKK
#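 Assay system: human S100A4 monomer with TAMRA-labelled myosin IIA peptide / Buffer or medium: Calcium-containing HEPES buffer, pH 7.2 / Reagent: TAMRA-labelled myosin IIA heavy-chain peptide probe, 5 nM / Compound: one dose per compound / Timing: polarization read 5 min after assay mix addition, stable 5–60 min / Benchmarks: neutral control DMSO, positive control TFP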
# LGR2 antag: blocks bursicon-induced cAMP signaling via Drosophila LGR2; inhibition, % at 9.99 µM; AID 720647; HEK293 LGR2, CRE-luciferase, bursicon-stimulated, 4 h; 380,000 tested, 0.35% active;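 active = drop in luminescence signal, shown as inhibition above about 50% in the replicate tests, limit read from the data, passing the limit was not always enough; inconclusive = probably only some replicates passing the limit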;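 note: agonist challenge used bursicon conditioned medium at about half maximal strength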
# C2C12 statin: suppressors of simvastatin-induced myotoxicity in C2C12 myotubes; AID 602340; rescue of ATP level, % at 7.49 µM; 330,000 tested, 0.78% active; ATP luminescence, 48 h; scaled: DMSO 0, geranylgeraniol control 100;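 active = mean ATP rescue above about 67%, or every replicate alone reaching that limit, limit read from the data, passing the limit was not always enough; inconclusive = no clear call, values can overlap the other calls; inactive = mean under the limit and some replicate under it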;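 note: myotubes were challenged with 10 µM simvastatin during compound exposure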
# PGC1a acetyl inh: modulators of PGC1a acetylation. U2OS PGC1a acetylation, AlphaScreen anti-acetyl-lysine; with virally co-expressed GCN5 acetyltransferase. inhibition, % at 15.6 µM. 350,000 tested, 0.17% active. AID 651687;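 active = every replicate shows inhibition of at least 40%; inconclusive = mean inhibition at least 40% but some replicate below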;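 note: 0% = neutral control wells and 100% = positive control wells; some results beyond the cut were filed as inactive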
# XiGFP reactiv: reactivates the inactive X chromosome in mouse fibroblasts | XiGFP mouse fibroblasts, % GFP-positive cells imaging, 3 d; cells co-treated with 5-aza-dC sensitizer; scaled so ellipticine positive control = 100% | 360,000 tested, 0.055% active | activation, % at 7.58 µM;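 active = mean normalized replicate activation at least 10% and every replicate at or above 10%; inconclusive = only one of the two criteria met; inactive = mean below 10% and not all replicates reach 10%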;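 note: 0% = median of on-plate neutral control wells and 100% = ellipticine 6 µM median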
#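 Schedule: 3 d treatment, 15 min room-temperature fixation; system: 68-5-11 XiGFP fibroblast line; buffer or medium: DMEM plus 5-aza-dC sensitizer; control set: ellipticine 6 µM positive control; compound: one concentration, pinned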
# ERAP1 inh: inhibitors of human ERAP1 aminopeptidase | 340,000 tested, 0.15% active | recombinant ERAP1, Leu-AMC fluorescence, 60 min | Q9NZ08 | inhibition, % at 10.7 µM;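 active = mean replicate inhibition of at least 30%, or all replicates individually reaching that 30% level; inactive = mean below 30% and not every replicate reaching it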;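 note: 0% = neutral control wells and 100% = L-leucinethiol positive control wells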
# Cneo AK release: Cryptococcus neoformans lysis via adenylate kinase release; lysis activity, % at 15 µM; C. neoformans lysis, adenylate kinase release luminescence, 4 h; normalised: neutral wells 0, clomiphene wells 100; AID 651654; 360,000 tested, 0.2% active;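 active = mean lysis activity across replicates of at least 80%, whatever share of replicates individually reach that level; inactive = mean lysis activity below 80%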
#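 read-out = cell lysis signal | test system = log-phase Cryptococcus neoformans yeast cells | input = cells at 5 × 10^6 per mL | medium = fresh YPD growth medium | signal = luminescent adenylate kinase detection reagent | timing = 4 h at 37 °C static, read 1 h later | dosing = single dose | controls = Clomiphene as positive lysis control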
# Active calls of the source: *; ? = inconclusive; / = not tested or not shown; & = joins results of further samples. These rows are one share of the data, so the mix of outcomes need not match the whole.
SMILES,SIRT5 block,S100A4 MyoIIA,LGR2 antag,C2C12 statin,PGC1a acetyl inh,XiGFP reactiv,ERAP1 inh,Cneo AK release
O=C(CSc1ccccc1)Nc1ccc2c(c1)OCCO2,-4,5,-73,9,/,0.5,-1,-13
COc1ccc(C(=O)NCC(=O)N2CCN(C(=O)c3ccco3)CC2)cc1,-8,-13,12,7,3,0.0,-7,0
COc1ccc(CCNC(=O)CNC(=O)c2ccccc2Br)cc1OC,-4,-2,-16,1,/,0.1,-3,4
Cc1cc(CNCc2c(C(=O)N3CCCCCCC3)nc3ccc(Cl)cn23)nn1C,-1,-6,-18,/,/,0.1,-1,/
O=C(COc1ccccc1)NCCn1ccc2ccccc21,/,/,6,-12,1,/,/,-4
COc1ccc2c3c(n(C)c2c1)[C@@H](CO)N(C(=O)Nc1ccc(F)cc1)CC31CCN(S(=O)(=O)c2cccc(C)c2)CC1,13,-2,25,/,-12,0.0,1,/
O=C(c1cccnc1)N1CC[C@@H]2[C@H](CO)Nc3ccc(-c4cccc(F)c4)cc3[C@@H]21,4,1,-15,-13,13,0.2,-1,47
O=C(C1CCOCC1)N1[C@@H](CO)[C@H](c2ccccc2)C12CN(CCC(F)(F)F)C2,-3,1,12,/,3,0.0,0,/
O=S(=O)(c1ccccc1)N1CC2(C1)[C@H](c1ccccc1)[C@@H](CO)N2CC1CCCC1,1,2,10,/,7,0.0,3,/
O=C(C[C@H]1CC[C@@H]2[C@H](COC[C@@H](O)CN2CCC(F)(F)F)O1)NCC1CCCCC1,-1,4,-16,24,-5,0.0,0,51
COc1ccc(-c2noc(-c3csc([C@@H]4C[C@H](O)[C@@H](CO)O4)n3)n2)cc1OC,/,2,-13,-1,/,-0.1,-1,2
CC(C)(C)OC(=O)NCCCCCO,-4,0,-16,1,2,0.2,-1,-1
COCCn1c(C)cc(C(=O)CSc2nnnn2C2CCCC2)c1C,0,3,80*,-6,/,-0.1,1,-4
O=C(NC[C@@H]1[C@H](c2ccccc2)[C@@H](CO)N1C(=O)Cc1ccncc1)C1CCC1,3,5,-2,-18,3,0.0,0,4
Cc1ccc(S(=O)(=O)N2CCN(C(=O)C3CCN(C(=O)c4ccccc4C)CC3)CC2)cc1C,/,1,1,/,7,0.0,/,/
COc1ccnc(CSC(N)=Nc2cccc(C(F)(F)F)c2)c1,0,-1,-70,/,0,0.0,1,-6
COc1cc(/C=N/NC(=O)c2nonc2N)cc(OC)c1OC,18*,1,4,-2,3,0.1,11,2
CN(Cc1ncc[nH]1)Cc1cn(-c2ccccc2)nc1-c1ccc2c(c1)OCO2,-2,-15,-4,/,-9,0.0,-4,-1
COc1ccccc1C1CC(=O)Oc2cc(O)ccc21 (centres undefined),-1,-5,12,5,4,0.0,/,6
CC(c1ccccc1C(O)c1ccccc1)N(C)C (centres undefined),-2,3,8,20,12,/,0,0
CCC1=C2CC[C@H]3C(=O)N(c4ccccc4)C(=O)[C@H]3[C@H]2[C@@]2(C)C(=NCC(=O)OC)OC(=O)N2C1=O,-9,1,8,1,4,0.0,4,-1
CC(C)(C)NC(=O)CSc1nnc(NC(=O)CCc2ccccc2)s1,-2,-4,10,16,/,0.0,-4,-1
Cc1cccc(N2N=C(C(=O)Nc3ccc(Cl)c(S(=O)(=O)N4CCOCC4)c3)CCC2=O)c1,0,-2,5,-5,-5,0.0,0,0
O=C(Nc1cc(F)ccc1F)N1CC(=O)N2[C@H](CO)[C@H](c3ccc(C#CC4CCCCC4)cc3)[C@@H]2C1,17*,35,-7,/,-3,0.4,-1,/
O=[N+]([O-])c1ccc(S(=O)(=O)NN=CCCc2ccccc2)cc1,-6,4,-10,-8,-11,0.0,-2,1
SMILES,SIRT5 block,S100A4 MyoIIA,LGR2 antag,C2C12 statin,PGC1a acetyl inh,XiGFP reactiv,ERAP1 inh,Cneo AK release
COc1ccc(S(=O)(=O)N(C)C[C@@H]2Oc3ccc(NC(=O)Cc4cn(C)c5ccccc45)cc3C(=O)N([C@H](C)CO)C[C@H]2C)cc1,1,-15,/,32,-8,0.2,0,-19
C[C@H]1CN([C@@H](C)CO)C(=O)Cc2cc(NS(=O)(=O)c3cccs3)ccc2O[C@@H]1CN(C)S(=O)(=O)c1ccc(F)cc1,-8,-9,1,-24,-3,0.1,-1,-3
O=C(N/N=C/c1cc([N+](=O)[O-])ccc1O)c1ccc2c(c1)OCCO2,-2,-4,3,22,5,0.0,1,0
O=C(c1cnn2c(C(F)F)cc(-c3ccccc3)nc12)N1CCc2ccccc2C1,-2,4,9,/,/,0.3,3,/
COc1ccccc1CCc1nnc(CCC(=O)NCC2CCCO2)o1 (centres undefined),1,-4,0,9,10,0.0,3,3
CN(C)C(CNC(=S)Nc1cccc(Cl)c1)c1ccccc1 (centres undefined),-1,3,-2,/,/,0.1,1,/
O=C(OCC(=O)N1CCCC1=O)c1nc(Cl)ccc1Cl,-3,21,-10,-7,/,0.4,4,/
Cc1cccc(CN2[C@@H](CC(C)C)COCCS2(=O)=O)c1,3,3,-14,7,-24,0.0,2,2
CCN(CC)CCCNc1nc(N)c([N+](=O)[O-])c(N2CCCCCC2)n1,1,-4,-14,-3,/,0.0,5,/
O=C(COC(=O)c1ccc(O)cc1)Nc1cccc(S(=O)(=O)N2CCCCC2)c1,-2,-1,4,-3,-1,0.1,0,-2
O=C1NC[C@H](Cc2ccccc2)N(CCc2cc(C(F)(F)F)cc(C(F)(F)F)c2)C1=O,/,-1,-1,/,/,-0.1,5,/
Cc1cccc2cc3c(N)c(C(=O)N4CCc5ccccc54)sc3nc12,-4,5,1,-97,/,?,-1,0
Cc1nc(Cc2ccccc2)sc1CC#N,5,-1,-11,2,2,0.4,2,0
C[C@H](CO)N1C[C@H](C)[C@H](CN(C)Cc2ccc3c(c2)OCO3)Oc2ccc(NC(=O)Nc3ccc4c(c3)OCO4)cc2C1=O,-3,-1,-4,-6,7,0.3,-2,4
COCCNC(=O)c1ccc(N2CC3CC(C2)c2cccc(=O)n2C3)c(NC(=O)c2cc(OC)cc(OC)c2)c1 (centres undefined),-3,5,-14,-7,-2,0.0,1,1
CCN(CC)Cc1cc(C(=O)O)c(C)o1,-2,0,-3,/,-1,0.5,0,/
COC(=O)c1c(C)cccc1C1CN=NC12Cc1ccccc1C2=O (centres undefined),0,-3,-38,/,-1,0.2,-1,/
Oc1ccc(C=NN=Cc2ccco2)c(O)c1,-2,-1,-86,/,/,-0.1,6,/
CC(=O)c1ccc(Nc2cc(C)nc3nc(C)nn23)cc1,/,-7,-9,4,/,0.2,/,-10
OC(c1cccc(Cl)c1)c1nc(-c2ccc(F)c(Cl)c2)cs1 (centres undefined),/,3,5,13,/,-0.2,-1,-1
CCN1C(=O)[C@H]2[C@@H](c3ccc(C)cc3)N3C(=O)N(c4ccc(C(F)(F)F)cc4)C(=O)[C@@]3(CC(C)C)[C@H]2C1=O,/,-1,12,-8,-22,0.0,1,1
CC(C)COC(=O)N(C)C[C@H]1OCc2cn(nn2)CCCC(=O)N([C@H](C)CO)C[C@@H]1C,-2&-8,-7&-2,4,-2&-17,-2&3,0.1&-0.3,-3&2,2
COc1ccc(/C=C/C(=O)Nc2ccc(S(=O)(=O)Nc3onc(C)c3C)cc2)cc1OC,4,-3,15,/,3,0.3,-2,2
COC(=O)c1c(NC(=O)COC(=O)CCNS(=O)(=O)c2ccc(NC(C)=O)cc2)sc(C)c1C,-1,-4,1,/,/,-0.1,-1,/
CS(=O)(=O)Nc1ccc2c(c1)[C@@H]1C[C@@H](CC(=O)NCc3ccc(-c4ccccc4)cc3)O[C@@H](CO)[C@@H]1O2,/,/,8,-50,0,1.5,/,61
SMILES,SIRT5 block,S100A4 MyoIIA,LGR2 antag,C2C12 statin,PGC1a acetyl inh,XiGFP reactiv,ERAP1 inh,Cneo AK release
COc1ccc(S(=O)(=O)Nc2ccc3c(c2)C(=O)N([C@@H](C)CO)C[C@H](C)[C@H](CN(C)S(=O)(=O)c2ccc(Cl)cc2)OCCCC[C@@H](C)O3)cc1,22*,-6,5,/,-7,0.1,1,-14
CCN(CC)c1ccc(N=C2C=CC(=O)C=C2NC(C)=O)cc1,/,127*,/,-7,0,0.0,8,-11
Cc1cc(F)ccc1NC(=S)NC1CCCC1,-2,4,10,-13,/,-0.1,0,6
CCCS(=O)(=O)NC(=O)C1(C)CCN(C(=O)c2cc(OC)c(OC)c(OC)c2)C1 (centres undefined),/,0,5,-3,5,0.0,1,2
O=C(CC1C(=O)NCCN1Cc1ccc(-c2ccccc2)cc1)NCC1CCOCC1 (centres undefined),-1,3,14,6,-12,0.0,-3,/
O=C(CSc1ccccn1)Nc1ccc2c(c1)OCO2,2,-2,-45,/,9,0.0,1,-2
CCOc1ncccc1C(=O)Nc1ccc(F)cc1,5,1,8,0,12,0.2,-2,-2
O=C(C[C@H]1CC[C@@H]2[C@H](COC[C@H](O)CN2Cc2nccs2)O1)NCc1ccccc1,-2,-2,0,-3,3,0.2,-5,2
C(=N\Nc1nc2ccccc2[nH]1)/c1cccc2cccnc12,1,2,33,/,-30,-0.1,-4,-2
COc1ccc(CNC(=S)Nc2ccccc2C)cc1,/,/,13,3,-2,/,/,1
CCOC(=O)c1cnn(CCOC(=O)c2ccccc2F)c1NC(=O)c1ccccc1F,2,-5,16,0,/,-0.1,1,-1
C/C=C/c1ccc2c(c1)O[C@@H](CN(C)S(C)(=O)=O)[C@@H](C)CN([C@H](C)CO)S2(=O)=O,-7,23,-10,/,3,-0.7,1,-3
C=CCNC(=S)NN=C1CCCCCCC1,-1,1,-7,/,3,0.0,0,/
N#Cc1c(-c2ccc(C(F)(F)F)cc2)cc(-c2ccccc2)[nH]c1=S,/,0,-12,/,/,0.1,0,/
CCCOc1ccc(-c2c(C(=O)N/N=C(\C)c3ccco3)nnn2-c2nonc2N)cc1,1,-4,-8,-6,-1,0.0,2,-1
COc1ccc(S(=O)(=O)N2CC(=O)Nc3ccccc32)cc1C,0,-4,18,10,-8,0.0,0,2
O=c1cc(CN2CCN(c3cccc(C(F)(F)F)c3)CC2)nc2sccn12,-1,-6,/,/,/,-0.1,10,/
CCCNC(=O)N1[C@H](CNC(=O)CC)[C@H](c2ccc(C3=CCCC3)cc2)[C@@H]1CO,0,-9,-11,-11,1,-0.1,3,-3
COc1ccc2c3c(n(C)c2c1)[C@H](CO)N(C(=O)C1CCCCC1)CC31CCN(C(=O)c2ccncc2)CC1,/,0,-2,/,-13,0.4,-2,/
Nc1cccc(/C=C/C(=O)O)c1,4,-7,2,/,9,0.0,-5,/
COc1ccc(-c2cnc3c(c2)C(=O)N([C@H](C)CO)C[C@@H](C)[C@@H](CN(C)C(=O)CN(C)C)O3)cc1,5,3,13,14,18,-0.8,-1,5
